Bioassay records deposited in PubChem by Sanford-Burnham Center for Chemical Genomics.
PfG6PD inh: PfG6PD (Plasmodium falciparum) enzyme inhibition. AID 504690. PfGluPho enzyme, NADPH resazurin-diaphorase fluorescence. 350,000 tested, 0.78% active. inhibition, % at 20 µM;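 active = inhibition reaching at least a set limit at 20 µM in the primary screen, cut at about 59% in these data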;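 also: 0% = DMSO wells with substrate and 100% = DMSO wells lacking glucose-6-phosphate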
SENP1 inh: SENP1 (human) catalytic domain inhibition; recombinant SENP1 catalytic domain, CyPet-SUMO1-YPet FRET cleavage; 360,000 tested, 0.21% active; inhibition, % at 10 µM; Q9P0U3;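 active = inhibition at least 30% at 10 µM, raw YFP signal under a set limit, fluorescence ratio 0.5 to 1.5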;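 also: 0% = enzyme with DMSO and 100% = no enzyme wells; some results filed as inactive read as strong as hits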
Target sequence (Q9P0U3 419-644 limits assumed): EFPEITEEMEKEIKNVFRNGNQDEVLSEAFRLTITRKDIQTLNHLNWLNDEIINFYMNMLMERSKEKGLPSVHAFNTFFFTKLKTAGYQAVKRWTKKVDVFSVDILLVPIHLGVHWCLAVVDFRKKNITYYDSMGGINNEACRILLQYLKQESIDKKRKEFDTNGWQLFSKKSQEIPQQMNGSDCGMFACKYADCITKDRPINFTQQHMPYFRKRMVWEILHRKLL
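Assay system – human recombinant His6-tagged SENP1 catalytic domain enzyme · Input – SENP1 enzyme, 20 pM final · Buffer or medium – Tris pH 8 buffer plus EDTA, NaCl, BME, BSA, NP40, catalase · Schedule – 50 min reaction at room temperature · Technique – FRET read of cyan and yellow fluorescence · Control set – no-enzyme wells low, DMSO-plus-enzyme wells high control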
HKDC1 inh: blocks human hexokinase HKDC1 activity. AID 493160. 340,000 tested, 0.16% active. recombinant HKDC1, G6PDH/diaphorase resazurin coupled fluorescence. inhibition, % at 20 µM. Q2TB90;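 active = inhibition above about 35% when tested at 20 µM, limit read from the data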;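 also: plate controls were DMSO wells with enzyme for no effect and DMSO wells lacking enzyme for full effect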
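Test system: HK5 enzyme. Quantity: 5 µg/mL HK5 final. Reagent: glucose and ATP substrates. Schedule: 90 min reaction incubation at room temperature, dark. Technique: resazurin-to-resorufin fluorescence via G6PDH and diaphorase coupling, 525/613 nm. Control set: DMSO wells with and without enzyme mix.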
SENP6 inh: inhibitors of human SENP6 protease | inhibition, % at 10 µM | Recombinant SENP6 catalytic domain, aminoluciferin luminescence | 330,000 tested, 1.8% active | AID 2599 | Q9GZR1;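 active = inhibition above about 50% at the single tested dose, limit read from the data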;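 also: plate controls were DMSO wells with enzyme for no effect and DMSO wells lacking enzyme for full effect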
SENP8 block-1: blocks human SENP8 cleavage of Nedd8 substrate; Q96LD8; recombinant SENP8, Nedd8 substrate fluorescence; inhibition, % at 20 µM; 360,000 tested, 0.64% active; AID 602440; in the data active = inhibition mostly above about 40%, no sharp cut-off; inactive = mostly below about 27%
Target sequence (Q96LD8 whole entry, looked up): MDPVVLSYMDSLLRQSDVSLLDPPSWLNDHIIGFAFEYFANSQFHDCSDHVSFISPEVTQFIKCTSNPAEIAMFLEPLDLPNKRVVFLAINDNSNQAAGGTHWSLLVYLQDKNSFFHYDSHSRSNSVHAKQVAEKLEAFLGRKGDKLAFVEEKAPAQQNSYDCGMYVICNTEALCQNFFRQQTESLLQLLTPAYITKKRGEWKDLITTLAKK
SENP8 block-2: SENP8 protease inhibition | Q96LD8 | purified SENP8, Z-RLRGG-aminoluciferin cleavage, luminescence | inhibition, % at 10 µM | 330,000 tested, 1.2% active | AID 2540; in the data active = inhibition above about 50%
Apaf1 inhib: human Apaf-1 inhibition; reconstituted apoptosome caspase-3 activity, DEVD-Rh110 fluorescence; 330,000 tested, 0.71% active; inhibition, % at 20 µM; O14727; active = inhibition of at least 40% at 20 µM;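 also: plate controls were DMSO wells for no effect and DEVD-CHO caspase inhibitor wells for full effect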
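Material: reconstituted apoptosome with Apaf-1, cytochrome c, caspase-9, procaspase-3, dATP / Buffer or medium: pH 7.5 Hepes buffer with CHAPS, BSA, DTT / Also added: cytochrome c with DEVD-Rh110 / Schedule: compound with Apaf-1, dATP, procaspase-3 30 min, then 50 min reaction, room temperature / Technique: rhodamine 110 fluorescence at Ex 480/Em 540 nm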
SENP7 inh: SENP7 protease inhibition; Q9BQF6; 330,000 tested, 1.5% active; recombinant SENP7, Z-RLRGG-aminoluciferin luminescence, 40 min; inhibition, % at 5 µM;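 active = inhibition above about 50% at the single test dose, limit read from the data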;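 also: plate controls were DMSO with enzyme for no effect and no enzyme buffer wells for full effect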
Target sequence (Q9BQF6 706-1050 limits assumed): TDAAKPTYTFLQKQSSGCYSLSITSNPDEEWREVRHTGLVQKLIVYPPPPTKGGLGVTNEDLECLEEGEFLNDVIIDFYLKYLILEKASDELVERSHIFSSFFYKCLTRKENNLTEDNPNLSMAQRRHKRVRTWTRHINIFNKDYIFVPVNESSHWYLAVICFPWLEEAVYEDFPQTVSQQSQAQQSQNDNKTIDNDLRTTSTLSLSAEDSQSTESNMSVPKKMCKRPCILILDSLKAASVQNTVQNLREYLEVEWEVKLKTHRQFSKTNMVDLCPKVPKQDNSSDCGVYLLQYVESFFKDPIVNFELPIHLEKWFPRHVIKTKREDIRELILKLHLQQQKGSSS
* = called active by the depositor; . = no result given.

SMILES	PfG6PD inh	SENP1 inh	HKDC1 inh	SENP6 inh	SENP8 block-1	SENP8 block-2	Apaf1 inhib	SENP7 inh
Cc1sc2ncnc(SCC(=O)NC(C)(C)C)c2c1C	-8	1	2	-5	3	-3	3	-3
O=C(Nc1ccccc1C(=O)NC1CCCC1)NC1CCCC1	7	-1	-4	-2	-23	3	-7	4
O=C(CSc1ncn[nH]1)Nc1c(F)cc(F)cc1Br	18	2	-10	4	11	2	4	11
COc1ccccc1C(=O)NC(=O)COC(=O)CCOc1ccccc1C	5	0	-4	-4	3	5	7	-2
O=C(Cc1ccccc1)N/N=C\c1ccc(Br)o1	-11	-1	12	.	13	.	.	.
OCCC1CN(Cc2ccccc2-c2ccco2)CCN1Cc1ccsc1 (stereo unspecified)	-3	-2	-4	11	7	1	-24	-1
C/C(=N\OCC(=O)OC(C)C(=O)Nc1ccc(C)c(S(=O)(=O)N2CCOCC2)c1)c1ccc2c(c1)OCO2 (stereo unspecified)	4	-7	-2	.	-31	.	.	.
C=CCc1c(C)nc(C)nc1N/N=C/c1ccc([N+](=O)[O-])cc1	16	0	0	-11	2	-7	2	12
CN(C)C=Nc1ccccc1C1C=NNC1=O (stereo unspecified)	.	.	.	3	.	1	-18	5
CC(NC(=O)/C=C/c1cnc2ccccc2n1)C12CC3CC(CC(C3)C1)C2 (stereo unspecified)	1	-2	-4	3	11	0	25	2
O=C(O)C(Nc1nc(C(F)(F)F)nc2ccccc12)c1ccccc1 (stereo unspecified)	-8	0	-1	-29	4	-6	-18	-6
COc1ccc(CC(=O)N2CCN(c3ccccc3F)CC2)cc1OC	1	1	-1	3	9	-2	-11	-4
N/C(CN1CCCC1=O)=N\OC(=O)c1ccc(Cl)cc1	3	4	-12	5	4	3	-5	1
Cn1cnnc1SCC(=O)n1c2ccccc2c2ccccc21	4	1	-4	-22	13	-12	2	14
O=C(c1cc2nc(-c3ccccc3)cc(C(F)(F)F)n2n1)N1CCCC1	3	-4	-4	.	-210	.	.	.
CN(CC(=O)Nc1c(Cl)cccc1Cl)C(=O)CNC(=O)c1ccc2ccccc2c1	-5	1	-5	-13	-6	-2	9	-4
Cc1ccc(NC(=O)COc2ccc(C(=O)c3ccccc3)cc2)c(O)c1	-3	1	0	-15	6	-6	15	8
COCCCNc1nc2c(c(=O)[nH]c(=O)n2C)n1CC(O)COc1ccccc1C (stereo unspecified)	2	5	-5	-17	9	4	-7	8
CCC(=O)c1ccc(OCC(O)CNC(C)c2ccccc2)cc1 (stereo unspecified)	-11	1	-9	0	10	1	2	3
COc1ccc(OC)c(NC(=O)c2ccc3c(c2)C(=O)N(c2ccc(OC(C)=O)cc2)C3=O)c1	-11	1	0	0	23	-10	-6	-10
CCOC(=O)c1ccc(NC(=S)NCCCN2CCCCC2)cc1	13	3	-14	7	27	6	3	-1
CC(C)C(=O)Nc1cccc(NC(=O)CCN2C(=O)c3ccccc3S2(=O)=O)c1	-18	4	-5	-9	-2	-13	4	-12
O=C(COc1ccccc1)NCC(c1ccco1)N1CCN(c2ccccc2F)CC1 (stereo unspecified)	8	2	1	-2	10	-13	19	0
CC(C)NS(=O)(=O)c1ccc(OCC(=O)Nc2cccc(F)c2)cc1	5	1	-6	-26	13	-1	0	6
O=c1[nH]c(=O)n(Cc2ccc(Oc3ccccc3)cc2)cc1Br	.	5	.	-3	8	-1	11	1

New compounds follow
SMILES	PfG6PD inh	SENP1 inh	HKDC1 inh	SENP6 inh	SENP8 block-1	SENP8 block-2	Apaf1 inhib	SENP7 inh
O=C(CSc1nnc(COc2ccc(Cl)cc2)o1)Nc1ccc(N2CCOCC2)cc1	-15	1	-1	-7	12	-11	4	11
CC(C)c1nc2c([nH]1)c(=O)n(C)c(=O)n2C	-2	-6	-6	24	14	1	0	12
C=CCNC(=O)c1ccc(CN(c2ccc(OCC)cc2)S(=O)(=O)c2ccc(C)cc2)cc1	11	0	0	-5	5	9	22	-2
CCN(CC)CC(=O)Nc1sc2c(c1C(=O)c1ccccc1C)CCC2	-10	0	3	23	5	7	8	8
CC(=O)c1cccc(OCc2cc(C(=O)N3CCC(N4CCCCC4)CC3)no2)c1	-12	-14	2	-1	-9	-5	-11	-3
O=C(/C=C/c1ccccc1)c1ccc2c(c1)OCO2	-5	2	8	82*	12	76*	-11	93*
O=C(O)c1ccccc1NS(=O)(=O)c1ccc2c(c1)OCCO2	-28	0	-12	-2	-12	2	-2	1
CC(=O)SC(C)CC(=O)NCc1ccccc1 (stereo unspecified)	-4	2	-2	-43	9	-7	-5	-2
COC(=O)c1sc2ccccc2c1NC(=O)c1ccc(S(=O)(=O)N2CCCC(C)C2)cc1 (stereo unspecified)	-3	3	-7	-30	-2	-13	18	-9
CCN(CC)S(=O)(=O)c1ccc(NC(=S)NC(=O)C(C)C)cc1	2	3	1	-4	4	4	14	3
CCOC(=O)C(CC)Sc1nc2c(c(=O)[nH]c(=O)n2C)n1C/C=C(/C)Cl (stereo unspecified)	24	1	1	-5	15	-6	3	-8
COc1cc2[nH]c(=S)nc(NCc3cccc(Cl)c3)c2cc1OC	40	-12	26	13	-92	4	5	5
Cc1ccccc1C(=O)Nc1ccc(CN2CCOCC2)cc1	-17	0	-1	6	13	15	-13	-1
O=C(c1cc(F)c(F)cc1Cl)N1CCN(CCc2ccccc2)CC1	-10	1	-3	15	10	-9	14	-10
O=C(N/N=C/c1ccc(OC(=O)c2ccco2)cc1)c1ccncc1	8	1	0	13	-51	12	1	12
O=C(NCCCN1CCOCC1)c1cc(-c2ccc(Br)cc2)on1	-1	-1	-13	-23	15	-14	-1	-14
O=C(C1CCN(C2CCN(CC3CC=CCC3)CC2)CC1)N1CCOCC1 (stereo unspecified)	-33	-2	-8	1	5	-8	-5	3
CCn1ncc(Cl)c1C(=O)NC(=S)Nc1ccccc1Br	-4	0	1	17	10	7	20	0
C=CCn1c(C(C)NC(=O)c2cccc(C)c2)n[nH]c1=S (stereo unspecified)	27	0	-18	2	13	1	-11	16
CCc1c(C)nc(N2CCN(Cc3ccc4c(c3)OCO4)CC2)[nH]c1=O	-6	-2	-9	17	18	3	4	6
O=C(Cn1c(=O)c2cccn2c2ccccc21)NCCc1ccc(Cl)cc1	-14	-5	5	14	-7	-5	10	3
COc1ccc(-n2cnc3cc([N+](=O)[O-])ccc32)cc1	-5	1	-2	.	11	.	.	.
N#CC1=C(N)OC2=C(C(=O)CCC2)C1c1cccs1 (stereo unspecified)	13	-3	-10	-8	11	-12	0	-3
CC(=O)Nc1ccc(S(=O)(=O)N2CCN=C2SCc2ccc(C)cc2)cc1	18	1	1	-5	2	-7	8	13
O=P(O)(CCc1ccccc1)C(O)c1ccccc1 (stereo unspecified)	8	1	-5	-2	20	0	0	7

Next section.
SMILES	PfG6PD inh	SENP1 inh	HKDC1 inh	SENP6 inh	SENP8 block-1	SENP8 block-2	Apaf1 inhib	SENP7 inh
CCCC(=O)Nc1nnc(CC(=O)N2CCCC2)s1	4	1	-5	-6	18	5	-4	11
Cc1ccnc(N2CCCC(C(=O)NCc3cccs3)C2)n1 (stereo unspecified)	4	-2	-3	19	-28	8	3	7
COc1cc(OC)cc(-c2nnc(SCC(=O)N(C(C)C)C(C)C)o2)c1	4	3	-4	1	6	0	-8	-5
O=C(NCC1CCCO1)c1ccc(Cl)c(S(=O)(=O)N2CCCCC2)c1 (stereo unspecified)	7	1	-8	8	-2	-2	5	-7
CCN(C(=O)c1ccco1)c1nc(CC(=O)Nc2ccc(Cl)cc2)cs1	5	-22	1	19	7	-3	5	-5
CC(C)c1cc(C(=O)Nc2ccc3c(c2)OCO3)no1	26	1	-3	31	-2	33	-4	23
CCOCCCNC(=O)CN1C(=O)c2cccc3cccc1c23	-9	-20	3	20	-203	-1	-1	6
O=C(Nc1ccc(S(=O)(=O)Nc2cnc3ccccc3n2)cc1)c1ccc(Cl)cc1Cl	-24	-8	2	1	-374	8	4	-1
CCOC(=O)c1c(CN2CCOCC2)oc2ccc(OC)cc12	2	1	-7	-2	7	-10	-2	1
CC(=O)N1CCc2c(sc(NC(=O)C3CCN(S(=O)(=O)c4cccs4)CC3)c2C(N)=O)C1	-2	-7	3	-16	-361	-16	10	11
C=CC[C@@H](CC(=O)N[C@@H](CO)Cc1ccccc1)C(=O)N[C@H](COC(=O)[C@@H](CC=C)Cc1ccc(F)cc1)Cc1ccccc1	-9	1	-6	0	10	-3	11	2
Cc1ccccc1C(=O)Nc1cccc(NC(=O)c2ccccc2[N+](=O)[O-])c1	13	0	-3	20	10	1	6	7
O=C(Nc1ccccc1)C(=O)c1cn(CC(=O)N2CCCCC2)c2ccccc12	-10	-1	-6	-6	17	1	13	-3
CC1COC(c2cccn2Cc2ccccc2Cl)=N1 (stereo unspecified)	-4	1	-3	0	17	4	0	2
O=C(CN1N=C(c2ccc(Cl)cc2)CCC1=O)NCc1cccs1	.	.	.	-25	.	-2	12	-10
CCCC(=O)Nc1ccccc1-c1nnc(SCC)[nH]c1=O	-11	3	-7	3	16	-5	-20	2
COc1ccc(/C=N/NC(=O)c2nnn(-c3nonc3N)c2CN(C)c2ccccc2)cc1	22	2	2	4	8	4	15	10
CC1(C)CC(=O)c2cc(NC(=O)c3ccccc3)c(=O)oc2C1	7	-2	-7	-7	5	-4	-1	8
COc1ccc(CCNC2=NCC(C)S2)cc1 (stereo unspecified)	-15	1	-1	-2	8	1	8	3
N=C1C=CC(=C(c2ccc(N)cc2)c2ccc(N)cc2)C=C1	39	48	11	.	0	.	.	.
CCCCc1nnc(NC(=O)C(C)Sc2nc(O)c(Cc3ccccc3)c(=O)[nH]2)s1 (stereo unspecified)	14	0	-20	-12	10	3	-3	5
CC(=O)NC(c1ccc2ccccc2c1)c1ccc2cccnc2c1O (stereo unspecified)	-24	0	-31	-3	18	-8	-3	0
CCCC(=O)Nc1ccccc1NC(=O)c1ccc(OCC)c(OCC)c1	-4	0	-2	1	6	-7	3	-1
Cc1cccc(C)c1-n1c(C)nn(CC#N)c1=O	-4	1	-8	-5	6	-1	-6	5
CC(=O)N1CCCc2cc(S(=O)(=O)N3CCCC(C(=O)NCc4ccc(C)cc4)C3)ccc21 (stereo unspecified)	-13	1	-1	7	12	-2	2	6
O=C(COc1ccccc1)Nc1cc(S(=O)(=O)N2CCOCC2)ccc1N1CCCC1	3	-15	-2	-8	4	-6	8	6
